Rat MKP-3 inhibitors = MKP-3 phosphatase inhibitors, primary screen, biochemical, rat enzyme, in vitro (AID 425) | recombinant MKP-3 phosphatase activity, fluorescence; higher % means a stronger effect | inhibition, % at 20 µM, or IC50 in µM where a hit was titrated | hit rate 0.17% among 110,000; in the data active = inhibition above about 50%;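 also: plate controls were vehicle for no effect and reference inhibitor for full effect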
Hsp70 inhibitors = Hsp70 inhibitors, probe displacement, primary screen, biochemical, fluorescence polarization (AID 583) | Heat shock 70 kDa protein 1A (Homo sapiens) | hit rate 0.06% among 140,000 | Hsp70 fluorescence polarization probe displacement, mP; higher % means a stronger effect | displacement, % at 20 µM; hits with a dose series show IC50 in µM; in the data active = displacement above about 50%;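 also: plate controls were vehicle for no effect and reference ligand for full effect; a part of the inactive calls stands beside numbers as strong as those of hits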
Numbers without * were called inactive; x = not tested or not shown; & = joins results of further samples. The list is partial. The share of hits here may be higher or lower than overall.

SMILES	Rat MKP-3 inhibitors	Hsp70 inhibitors
CCOc1cccc2c1N(C(=O)Cc1ccc(F)cc1)C(C)(C)c1ssc(=S)c1-2	3.1%	2.6%
CSc1nc(-c2ccc(C)cc2)[nH]c1S(=O)(=O)c1ccccc1	x	1.2%
CC1(C)Cc2[nH]c(=O)c(C#N)cc2CS1	-5.4%	-3.2%
COc1ccc(NC(=O)CSc2nnc(-c3ccccn3)n2N)c(OC)c1	6.8%	4.1%
N#Cc1cn(CC(=O)NCc2cccnc2)c2ccccc12	-4.5%	-2.9%
Cc1ccc(NC(=O)Cn2nnc(C(=O)NCc3ccccc3)c2N)cc1C	-0.8%	3.4%
COCCNc1nnc(SCC(=O)c2ccc3c(c2)OCO3)s1	3.0%	-1.9%
Cc1cc(Cl)ccc1OCc1n[nH]c(=S)n1C1CCCCC1	x	-2.8%
CC1CC(=O)C2=C(C1)OC(N)=C(C#N)C2c1coc2ccccc2c1=O (stereo not drawn)	-1.3%	6.7%
COc1cccc(N2CCN(CC(=O)NCc3cccs3)CC2)c1	-0.5%	2.0%
O=C1/C(=N\O)Cc2ccccc21	x	-6.8%
COC(=O)c1c(C)oc2cc(Br)c(OCC(=O)C(C)(C)C)cc12	1.5%&3.7%	1.7%&-0.7%
Cc1ccc(C(=O)N/N=C/c2ccc3c(c2)OCO3)cc1	-0.3%	6.7%
CCOc1ccc(Nc2nc(Cc3nnc(SCC(=O)c4ccc(C)c(C)c4)o3)cs2)cc1	x	0.7%
Cc1cc(C)n(CCc2nc(-c3ccc(C)o3)cs2)n1	x	-3.7%
O=C1[C@@H]2[C@H](C(=O)N1Cc1ccco1)[C@H]1C=C[C@@H]2C1	x	0.3%
CCOc1cc(S(=O)(=O)n2cc(-c3ccc(F)cc3)c(N)n2)cc(OCC)c1OCC	-2.7%	-6.1%
CCC1=NNc2cccc3c(OC)ccc1c23	x	6.9%
CCOc1ccc(NC(=O)CC2S/C(=N\N=C3/CCCc4ccccc43)NC2=O)cc1 (stereo not drawn)	3.2%	-6.5%
O=C(Nc1ccc(Cl)cn1)c1ccc2c(c1)OCCO2	-0.4%	0.1%
CCn1cc(C(=O)NCc2cccs2)c(=O)c2cc(S(=O)(=O)N3CCOCC3)ccc21	7.5%	0.3%
CC(C)(C)c1ccc(C(=O)NNC(=O)C(=O)Nc2ccccc2)cc1	2.4%	2.4%
CCn1c(SCC(N)=O)nnc1-c1ccc(OC)c(OC)c1	3.9%	-6.0%
CCC(CC)C(=O)Nc1cccc(C(=O)NCCc2ccc(S(N)(=O)=O)cc2)c1	x	5.0%
CCOC(=O)Cn1c(CN2CC(C)OC(C)C2)nc2c1c(=O)n(C)c(=O)n2C (stereo not drawn)	-1.7%	-4.9%
O=C(c1cccn1C(O)(C(F)(F)F)C(F)(F)F)C(F)(F)F	-3.1%	6.2%
CC1CCN(S(=O)(=O)N2CCC(C(=O)N3CCC(N(C)CC4CCCO4)CC3)CC2)CC1 (stereo not drawn)	-5.0%	4.8%
COC(=O)COc1ccc(S(=O)(=O)Nc2cc(OC)ccc2OC)cc1	-5.4%	-0.3%
CCCOC(=O)C1=C(C)NC2=C(C(=O)CC(C)(C)C2)C1c1ccc(F)c(F)c1 (stereo not drawn)	7.4%	-0.5%
Cc1cc(NS(=O)(=O)c2ccc(NC(=O)c3cc(Cl)cc(Cl)c3)cc2)no1	2.0%	-2.5%
CN(CCNC(=O)c1cc2c(=O)n(C)c3ccccc3c2n1C)Cc1ccccc1	-3.5%	-1.5%
C=CCOc1ccc(C2c3c(oc4ccccc4c3=O)C(=O)N2c2ccccn2)cc1OCC (stereo not drawn)	-4.6%	-4.8%
COc1ccc(Cn2nnnc2CN2CCC(c3nc4ccccc4s3)CC2)cc1	-3.8%	0.9%
COc1ccccc1C1CC(c2ccc(C)cc2)=NN1C(C)=O (stereo not drawn)	4.4%	0.1%
Oc1ccccc1C=Nc1ccc2c(c1)ncn2CCn1cnc2cc(N=Cc3ccccc3O)ccc21	-0.6%	-1.8%
CCn1ncc(Br)c1C(=O)Nc1sc2c(c1C(N)=O)CCC2	-10.2%	0.5%
COCCN(CCOC)S(=O)(=O)c1ccc(C(=O)Nc2nc(C)c(C(C)=O)s2)cc1	7.3%	x
O=C(COC(=O)c1cccnc1SCC(=O)NCc1ccccc1)NCc1ccccc1	x	-4.1%
O=C(CN1CCN(S(=O)(=O)c2ccc(Br)cc2)CC1)Nc1ccc(F)cc1F	9.1%	1.4%
CCCN1C/C(=C\c2ccc([N+](=O)[O-])cc2)C(=O)/C(=C/c2ccc([N+](=O)[O-])cc2)C1	7.1%	-0.6%
Cc1cccc(NC(=O)Cn2c(=O)n(Cc3ccco3)c(=N)c3c4c(sc32)COC(C)(C)C4)c1	-6.4%	8.0%
Cc1nn(CC(=O)Nc2ccc3c(c2)nc(CN2CCCCC2)n3C)c(=O)c2ccccc12	7.6%	5.0%
CC(=O)c1cccc(OCCN2C(=O)NC(C)(C)C2=O)c1	-6.2%	-1.9%
COc1ccccc1C1N(c2ccc(Cl)cc2)C(=O)C2CCCN21 (stereo not drawn)	-0.4%	-10.6%
N/C(=N\OC(=O)/C=C/c1ccccc1)c1ccccn1	0.6%	-0.8%
O=S(=O)(c1ccc(Cl)cc1)N1CCN(Cc2cccc3ccccc23)CC1	1.2%	1.1%
Cc1ccc(S(=O)(=O)N(C)CCCC(=O)Nc2cccc(C)c2C)cc1	-0.5%	-0.2%
C=C(C)CSc1nc2nc(C)cc(C)n2n1	-5.7%	-2.2%
O=C(c1ccc(F)cc1)N1CCN(C(=O)c2cccc(Cl)c2)CC1	0.6%	5.7%
O=C(Nc1nc2c(s1)CCCC2)c1cccs1	-5.3%	2.5%
Cc1cccn2c(=O)c3cc(C(=O)NC4CCCCC4)c(=N)n(CCN4CCOCC4)c3nc12	4.6%	-0.8%
Cc1nc(SCC(N)=O)[nH]c(=O)c1CCC(C)C	x	-2.5%
CC(=O)c1nnn(-c2nc(N)nc(N(c3ccccc3)c3ccccc3)n2)c1C	7.2%	-3.4%
O=C(Oc1ccc2c3c(c(=O)oc2c1)CCC3)c1ccco1	x	-1.0%
Cc1ccc(/C(N)=N/OC(=O)c2ccco2)cc1	x	0.9%
Cc1cc(C(F)F)n2ncc(C(=O)O)c2n1	x	-0.4%
O=C(CSc1nnc(CCCN2C(=O)c3cccc4cccc(c34)C2=O)n1-c1ccccc1)NCc1ccccn1	2.3%	-0.4%
CNc1ccc2c(O)cc(S(=O)(=O)O)cc2c1	65.1%*	19.0%
O=C(NCC1CCCO1)c1ccc2c(=O)n(CCc3ccccc3)c(=O)[nH]c2c1 (stereo not drawn)	-4.1%	-1.7%
O=S1(=O)CCC(NS(=O)(=O)c2cccc3cccnc23)C1 (stereo not drawn)	3.6%	14.4%
Later entries:
SMILES	Rat MKP-3 inhibitors	Hsp70 inhibitors
CC1C(=O)Nc2ccccc2N1C(=O)C1CC1 (stereo not drawn)	x	5.2%
O=C(/C=C/N1CCOCC1)c1cc2ccccc2o1	-2.6%	x
CCOC(=O)CNc1nc(-c2ccncc2)nc2ccccc12	-1.7%	-1.5%
COc1cccc(-n2c(C)c(C(C)=O)c(C(C)=O)c2C)c1	-0.5%	8.1%
CCOC(=O)c1c(C)[nH]c(C(=O)OCc2c(C)noc2C)c1C	-8.4%	-5.4%
Cc1ccc(S(=O)(=O)N2CCC(C(=O)O)CC2)cc1C(=O)O	-15.9%	-0.9%
CCOC(=O)C(C)Sc1nc2ccccc2c(=O)n1CC (stereo not drawn)	-11.8%	x
CCc1c(C)nc(SCC(=O)CC(=O)OC(C)C)c(C#N)c1C	-7.2%	7.1%
CC(=O)OCCCN1C(=O)c2ccc([N+](=O)[O-])cc2C1=O	2.3%	-6.2%
O=C(/C=C/c1cccc([N+](=O)[O-])c1)Nc1cc(C(F)(F)F)cc(C(F)(F)F)c1	3.0%	-1.5%
CC(C)NC(=O)c1cc2ccccc2o1	x	2.1%
COC(=O)c1ccccc1NC(=O)c1cc2n(n1)C(C(F)F)CC(C(F)F)N2 (stereo not drawn)	0.6%	8.9%
Cc1[nH]c2ccccc2c1C(=O)CN1CCN(C2CCCCC2)CC1	-3.8%	3.3%
Cc1onc(-c2ccccc2)c1C(=O)N1CCc2ccccc21	-1.6%&0.8%	2.6%
CC(C)(C)c1cc(C(=O)N/N=C/c2ccc(Cl)cc2Cl)n[nH]1	1.9%	-3.3%
COc1ccc(NC(=O)CNS(=O)(=O)c2ccc(Cl)cc2)cc1	x	-0.7%
O=C(CCCOc1ccc(Cl)cc1Cl)N1CCCc2ccccc21	3.7%	-3.7%
O=C(c1ccccc1)c1ccccc1C(=O)N1CCOCC1	-11.5%	5.1%
COc1ccc(NC(=O)CSc2ccncc2)c([N+](=O)[O-])c1	-0.9%	3.1%
COc1ccc(NC(=O)c2ccc(C(=O)c3ccccc3)o2)cc1	-6.2%	0.6%
CCOC(=O)c1cc2c(=O)n3cccc(C)c3nc2n(Cc2cccnc2)c1=N	0.2%	1.2%
O=C(N1CCOCC1)C12CC3CC(C1)CC(C(=O)N1CCOCC1)(C3)C2	-9.7%	1.2%
CCOC(=O)c1ccc(-c2ccc(C(=O)Nc3ccc(-c4nc5ccccc5o4)cc3)o2)cc1	7.1%	-8.4%
O=C(CSc1nnc(-c2cccc(F)c2)n1-c1ccccc1)Nc1ccccc1	1.5%	1.5%
COc1ccc(Cn2c(=O)[nH]c3cc(C(=O)NCCCN4CCCC4)ccc3c2=O)cc1	-2.5%	x
CCOC(=O)c1c(NC(=O)c2ccc(OC)cc2OC)sc(C(=O)N(CC)CC)c1C	0.8%	0.2%
COc1cccc(N(CC(=O)Nc2ccc(C(C)C)cc2)S(=O)(=O)c2ccccc2)c1	-0.7%	1.6%
O=C1C(=O)N(Cc2cccnc2)C(c2ccc(Cl)cc2Cl)/C1=C(\O)c1ccccc1 (stereo not drawn)	1.5%	-5.2%
COC(=O)c1c(C)oc2ccc(OC(=O)c3c(C)oc4ccc(OC(C)=O)cc34)cc12	1.7%	-3.5%
Cc1cccc(C(=O)N(C(C)C)C(C)C)c1	-2.4%	-0.5%
COc1ccc(CNC(=O)C2CCCN(c3nccc(C)n3)C2)cc1 (stereo not drawn)	x	6.4%
CC1(C)NN(c2ccccc2)C(=S)N1c1ccccc1	-4.1%	-6.3%
Cc1ccc(N(Cc2ccc(C(=O)N/N=C/c3cc(Br)c(C)o3)cc2)S(C)(=O)=O)cc1C	0.6%	-4.4%
Cc1ccc(S(=O)(=O)Nc2ccc(C(=O)Nc3cc(C)on3)cc2)cc1	-14.2%	-3.1%
CCN=C1SC(CC(=O)NC(N)=O)C(=O)N1CC (stereo not drawn)	-0.7%	-1.8%
COc1cccc(/C=C2/SC(=S)N(CCC(=O)Nc3c(C)n(C)n(-c4ccccc4)c3=O)C2=O)c1	0.6%	2.6%
CC(C)N(C(=O)N1CCC(c2nc(-c3ccncc3)no2)CC1)C(C)C	-1.7%	0.2%
Cn1nc(OCCOc2ccccc2)ccc1=O	-0.2%	-2.5%
N#Cc1ccc(CSc2nnc(-c3cccc(S(=O)(=O)N4CCCCC4)c3)o2)cc1	1.4%	-7.8%
COc1cc(CN2CCN(C3CCCC3)CC2)cc(OC)c1OC	2.1%	-5.2%
CCCCNC(=O)C(C#N)c1nc2ccccc2nc1N1CCN(c2ccccc2F)CC1 (stereo not drawn)	6.3%	-69.2%
COc1ccc(Br)cc1C(=O)Nc1ccc(N2CCOCC2)cc1	2.8%	2.1%
Cc1cc(C)nc(Sc2ccc3nnc(C(F)(F)C(F)(F)C(F)(F)F)n3n2)n1	0.0%	-0.5%
CN1/C(=C/C=N/n2cnnc2)C(C)(C)c2ccccc21	-13.6%	1.7%
Cn1c(Sc2nc3ccc([N+](=O)[O-])cc3s2)nc2sc3c(c2c1=O)CCCC3	3.2%	-0.7%
CC(C)Oc1ccc(Cn2c(-c3ccco3)n[nH]c2=S)cc1	x	2.0%
CC1Cc2ccccc2N1C(=O)CSc1nnc2c(n1)[nH]c1ccc(F)cc12 (stereo not drawn)	x	-2.7%
CCc1[nH]c(=O)c(C#N)c2c1CCCC2	0.9%	8.7%
CCc1ccc(/C=C2/Sc3ccccc3C2=O)cc1[N+](=O)[O-]	-0.1%	-6.7%
Nc1ccc(-c2ccc(S(=O)(=O)c3ccc(-c4ccc(N)cc4)cc3)cc2)cc1	1.6%	-5.7%
CCSc1nc2c(c(=O)n(C)c(=O)n2C)n1Cc1ccc(Cl)cc1	-4.5%	0.4%
Cc1cc(C)c(S(=O)(=O)NCc2cn3c(C)csc3n2)c(C)c1	5.6%	-6.3%
COC(=O)C(NC(=O)c1ccco1)(Nc1cc(C)ccn1)C(F)(F)F (stereo not drawn)	x	-6.9%

Compound activity from PubChem.
